# aSyn yeast rescue: inhibitors of alpha-synuclein toxicity in yeast; 94,000 compounds, 0.02% hits; Potency, µM (highest dose often 46.1 µM), without a hit: top-dose growth rescue (activation), actives largely listed as activators; S. cerevisiae alpha-synuclein toxicity rescue, BacTiter-Glo growth, 24 h; active means well fitted activation curve with a large enough effect; inconclusive means small, poorly fitted or top-dose-only effect; further: 0% is about no effect
#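 Growth restoration measured by BacTiter-Glo luminescence after 24 hr at 30 deg C; alpha-synuclein yeast, raffinose-pregrown to mid-log, were added at OD600=0.02 in galactose medium onto pinned compounds.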
# * marks the source's active call; other numbers are inactive results; ? = inconclusive; [ ] = remark or other dose. Potency means the concentration at half of the fitted maximal effect.
canonical_smiles,aSyn yeast rescue
COc1ccc(CCNc2ccc(S(=O)(=O)N3CCCC3)cc2[N+](=O)[O-])cc1,11.8%
O=C(Cc1ccc(F)cc1)NC1CCS(=O)(=O)C1 (stereo not given),-0.9%
CCOC(=O)c1sc(NC(=S)NC(=O)C2CCCC2)cc1C,1.5%
COc1cccc(CNC(=O)Cn2c(=O)oc3cc(S(=O)(=O)N4CCCC4)ccc32)c1,-2.6%
CCc1ccc(CN(Cc2cccnc2)C(=O)/C=C/c2ccc(OC)cc2)cc1,7.3%
COc1ccc([C@H]2C[C@H](O)[C@@H](n3cc(-c4ccc(F)cc4)nn3)CN2CC2CCCCC2)cc1,2.4%
O=C(CSc1nncn2c1cc1occc12)Nc1ccccc1C(F)(F)F,5.1%
CN(C)N1C(N)=C(C#N)C(c2cccs2)C2=C1CCCC2=O (stereo not given),-3.4%
COc1ccc(CN=Cc2c(O)[nH]c3ccccc23)cc1,9.1%
CCOc1ccc2ncc3c(-c4ccc(C)cc4)nn(-c4cccc(F)c4)c3c2c1,0.5%
CC(C)C(=O)Nc1ccc2nc(SCC(=O)N3CCCC3)sc2c1,3.7%
Cc1ccc(C(=O)NCC(c2cccnc2)N2CCc3ccccc32)cc1C (stereo not given),?
Cn1cc(S(=O)(=O)c2ccccc2)c(=O)c2cc(F)c(N3CCN(c4ccc(F)cc4)CC3)cc21,-8.9%
COc1ccccc1NC(=O)N1CCN(Cc2nc3ccc(C)cc3o2)CC1,5.8%
CCOc1ccccc1NC(=O)c1sc2nc(-c3ccc(OC)cc3)ccc2c1N,-1.2%
O=c1c2oc3ccccc3c2n(Cc2cccc(Cl)c2)c(=O)n1Cc1ccc2c(c1)OCO2,0.0%
O=C(NC1CCCCC1)c1ccc2snnc2c1,-6.7%
CCC(Oc1ccccc1)C(=O)N1CCN(Cc2cc(=O)n3nc(-c4cccc(C)c4)sc3n2)CC1 (stereo not given),4.5%
O=C1CCCCc2cc(O)c(O)cc21,-10.0%
COc1ccccc1CN1CCC(CNC(=O)c2cnn(-c3ccc(C)c(C)c3)c2C2CCN(C(=O)OC(C)(C)C)CC2)CC1,0.2%
CCN(C(=O)c1cc2c(=O)[nH]c3ccc(C)cc3c2s1)c1cccc(C)c1,7.3%
COc1ccc(NC(=O)Cn2cc(C(=O)c3cccs3)c3ccccc32)cc1,4.4%
Cc1nc2ccccn2c(=O)c1NC(=O)COc1ccccc1,-8.6%
N#CC(OC(=O)c1ccccc1)c1ccccc1 (stereo not given),-8.7%
CN(C)c1cccc(C(=O)N2CCC(c3c[nH]c4ccccc34)(c3c[nH]c4ccccc34)CC2)c1,-3.7%
CS(=O)(=O)c1ccc(Cl)c(NC(=O)CN2C(=O)C3CCCCC3C2=O)c1 (stereo not given),-4.5%
COc1ccc(-n2c(=O)c3ccccc3n(Cc3ccc(F)cc3Cl)c2=O)cc1OC,4.6%
CC1(c2ccccc2Cl)NC(=O)N(CC(=O)Nc2cccnc2Cl)C1=O (stereo not given),1.0%
CCOC(=O)C(C#N)C(=N)C1C(=O)OC2CCCCC21 (stereo not given),-2.5%
CC(C)Oc1ccc(CC(=O)NNC(=S)Nc2ccc(Br)cc2)cc1,-9.4%
Cn1ccc(NC(=O)Nc2cccc([N+](=O)[O-])c2)n1,-11.2%
COc1ccc(NC(=O)c2sccc2OS(=O)(=O)N(C)C)cc1,-4.2%
COc1cccc(CN2C(=O)C3(SCC(=O)N3c3ccc(C)c(Cl)c3)c3ccccc32)c1 (stereo not given),-9.9%
CC(=O)Nc1cccc(NC(=O)CSc2nccn2Cc2ccccc2)c1,1.4%
Cc1ccc(NC(=O)c2c(C(=O)Nc3ccccc3)sc3nc(C)cc(=O)n23)cc1,4.8%
CC(C)(C)OC(=O)N1CCC(c2nnc(SCc3ccccc3F)o2)CC1,-4.4%
COc1ccc(NC(=O)COCc2cc(-c3ccco3)on2)cc1Cl,-7.5%
Cc1cccc(NC(=O)CN2C(=O)COc3ccc(S(=O)(=O)N4CCC(C)CC4)cc32)c1C,2.3%
COc1ccc(C2CC(c3cccc([N+](=O)[O-])c3)=NN2/C(C)=C/C(C)=O)cc1 (stereo not given),-16.5%
COc1cccc(CNC(=O)CN2C(=O)COc3ccc(S(=O)(=O)N4CCCCC4)cc32)c1,-0.4%
CCc1nc(-c2cc(S(=O)(=O)N3CCN(c4ccccc4)CC3)ccc2OC)no1,1.5%
O=C1CC(=Nc2ccc([N+](=O)[O-])cc2)NN1c1c(Cl)cc(Cl)cc1Cl,4.4%
CCCCCN1C(C(=O)c2ccccc2)=C(NC(=O)c2ccccc2Cl)c2ccccc2S1(=O)=O,-1.8%
COc1ccc(N=C(C)c2sc3ccccc3c2O)cc1,-1.5%
Cc1nc2c(cnn2-c2ccccc2Cl)c(=O)n1-c1ccc(C(C)C)cc1,-30.0%[inhibitor]
COc1ccc(Cn2c(=O)c3cccnc3n(Cc3cccc(F)c3)c2=O)cc1,3.1%
O=c1c2ccccc2ncn1CCOCCOc1cccc(Br)c1,-4.5%
Cc1cc(C)c(NC(=O)CSc2ncc(S(=O)(=O)c3ccc(C(C)(C)C)cc3)c(=O)[nH]2)c(C)c1,-4.2%
Cc1ccccc1CNC(=O)CCC(=O)N1CCOc2ccccc21,4.1%
O=C(COC(=O)c1ccc(O)cc1O)NCCN1C(=O)CSC1=O,-1.2%
COc1ccc(C(=O)NC(=S)Nc2ccc(Cc3ccncc3)cc2)cc1,-2.6%
CCNC(=O)CC1C(=O)N(c2cccc(OC)c2)C(=O)N1Cc1ccc(OC)c(OC)c1 (stereo not given),-3.0%
COC(=O)c1sc2cccc(F)c2c1S(=O)(=O)N1CCN(c2cccc(OC)c2)CC1,8.2%
COc1ccc(-c2nc(SCC(=O)Nc3ccc4c(c3)OCCO4)c(-c3ccc(F)cc3)[nH]2)cc1,7.1%
Cc1ccc2oc(C(=O)Nc3sc4c(c3C(=O)NCc3cccnc3)CCCC4)cc(=O)c2c1,-1.9%
Nc1ccn([C@@H]2O[C@H](CNC(=O)[C@@H](Cc3cccnc3)NC=O)[C@@H](O)[C@H]2O)c(=O)n1,-15.5%

# Copied from the list.
# `Cc1ccccc1CNC(=O)CCC(=O)N1CCOc2ccccc21` in aSyn yeast rescue: 4.1%
# `Nc1ccn([C@@H]2O[C@H](CNC(=O)[C@@H](Cc3cccnc3)NC=O)[C@@H](O)[C@H]2O)c(=O)n1` in aSyn yeast rescue: -15.5%
# `COc1ccc(C(=O)NC(=S)Nc2ccc(Cc3ccncc3)cc2)cc1` in aSyn yeast rescue: -2.6%
# `COc1ccc(-c2nc(SCC(=O)Nc3ccc4c(c3)OCCO4)c(-c3ccc(F)cc3)[nH]2)cc1` in aSyn yeast rescue: 7.1%
# `Cc1ccc2oc(C(=O)Nc3sc4c(c3C(=O)NCc3cccnc3)CCCC4)cc(=O)c2c1` in aSyn yeast rescue: -1.9%
# `COC(=O)c1sc2cccc(F)c2c1S(=O)(=O)N1CCN(c2cccc(OC)c2)CC1` in aSyn yeast rescue: 8.2%
# `CCNC(=O)CC1C(=O)N(c2cccc(OC)c2)C(=O)N1Cc1ccc(OC)c(OC)c1` (stereo not given) in aSyn yeast rescue: -3.0%

# New compounds follow
canonical_smiles,aSyn yeast rescue
CCOc1ccc(NS(=O)(=O)c2ccc3[nH]cc(C(=O)NCC4CCCO4)c(=O)c3c2)cc1 (stereo not given),5.1%
Cc1c(CCC(=O)NCCc2ccccc2)c(=O)oc2c(C)c(O)ccc12,-2.0%
Cc1cc(C)nc(NS(=O)(=O)c2ccc(NC(=O)Cc3ccccc3F)cc2)n1,1.9%
CSc1ccc(C2c3c(-c4ccccc4O)n[nH]c3C(=O)N2Cc2ccncc2)cc1 (stereo not given),6.3%
O=c1cc(-c2ccc(O)cc2)oc2c(C3OCC(O)C(O)C3O)c(O)c(C3OC(CO)C(O)C(O)C3O)c(O)c12 (stereo not given),3.5%
CCOC(=O)N1CCN(C(=O)CSc2nc(=O)n3ccccc3n2)CC1,-1.9%
Cc1ccc(NC(=O)Cn2c(=O)nc(-c3ccccc3F)c3cc(Cl)ccc32)c(Br)c1,1.8%
CCOc1ccc2c(c1)c(=O)c(C(=O)c1ccc3c(c1)OCO3)cn2Cc1cccc(F)c1,8.6%
Cc1ccc(OCC(=O)Nc2nonc2-c2ccc(Br)cc2)cc1C,-8.4%
O=C(N=Nc1c(O)[nH]c2ccccc12)c1cc(NS(=O)(=O)c2cccs2)cc(NS(=O)(=O)c2cccs2)c1,-11.9%
COCCCNC(=O)c1ccc2c(=O)n(Cc3ccc(OC)cc3)c(=O)[nH]c2c1,-0.9%
COc1ccccc1C1C(C(N)=O)=C(C)Nc2nc(CCCO)nn21 (stereo not given),-46.6%[inhibitor]
Cc1cc2c(cc1S(=O)(=O)Nc1cccc(Cl)c1C)OCCN2C,0.3%
COc1ccccc1C(=O)NC(=O)COC(=O)CNC(=O)c1ccc(Cl)c([N+](=O)[O-])c1,4.6%
COc1ccc2c(c1)c1c(c(=O)n(-c3cccc(C)c3)c(=O)n1CC(=O)NCc1ccc(C)cc1)n2C,5.6%
COc1ccc(NC(=O)N(C)C[C@H]2Oc3ncc(C#C[C@@H](C)O)cc3C(=O)N([C@H](C)CO)C[C@H]2C)cc1,-9.3%

# Not a retest: two of the compounds above.
canonical_smiles,aSyn yeast rescue
Cc1ccc(OCC(=O)Nc2nonc2-c2ccc(Br)cc2)cc1C,-8.4%
O=C(N=Nc1c(O)[nH]c2ccccc12)c1cc(NS(=O)(=O)c2cccs2)cc(NS(=O)(=O)c2cccs2)c1,-11.9%

# Next section.
canonical_smiles,aSyn yeast rescue
O=C(N/N=C/c1cc2ccccc2[nH]1)c1ccccc1Cl,-5.0%
O=C1CCC(C(=O)N2CCN(c3cnccn3)CC2)CN1CCc1ccccc1 (stereo not given),-6.0%
O[C@H]1C[C@H](c2ccccc2)N(CC2CCCCC2)C[C@@H]1n1cc(C2CC2)nn1,7.9%
COc1ccc(-c2cc(C(=O)Nc3ccc4c(c3)OCO4)no2)cc1OC,-7.4%
COCCCn1c(=O)/c(=C\c2ccc(OC(F)F)c(OC)c2)s/c1=C(/C#N)C(=O)NCCOC,-5.7%
CC(C)c1nc2ccc(C(=O)NCCCN3CCN(c4cccc(Cl)c4)CC3)cc2o1,3.6%
Cc1ccc(S(=O)(=O)N2CCN(Cc3ccccc3Cl)CC2)cc1,4.3%
CCC1(c2ccc(F)cc2)NC(=O)N(CC(=O)N2CCc3ccccc3C2)C1=O (stereo not given),-2.9%
Cc1cccc(NC(=O)CSCC(=O)Nc2ccccc2C(=O)NC2CC2)c1,10.4%
CCN1CSC(=S)N(Cc2ccccc2)C1,-21.5%
COc1ccc(COC(=O)CCS(=O)(=O)c2ccc(C)cc2)cc1,11.6%
C/C(=N\NC(=S)NCCc1ccccc1)c1ccc(Cl)cc1Cl,9.0%
CSc1nnc(C)c(=O)n1COC(=O)COc1ccc(Cl)cc1,0.2%
CCOc1ccc(NC(=O)Cn2c(=O)n(Cc3ccco3)c(=O)c3oc4ccccc4c32)cc1,-9.6%
COC(=O)c1sc(NC(=O)/C=C/c2ccc(OC)c(OC)c2)c(C(=O)OC)c1C,0.2%
Cc1cccc(N2CCN(c3nc4ccc(C(=O)c5ccccc5)cc4n4cnnc34)CC2C)c1 (stereo not given),-1.9%
COc1ccc(-c2cc(C(F)(F)F)n3nc(C(=O)NCCCN4CCOCC4)cc3n2)cc1,2.8%
COc1cc(OC)cc(C(=O)Nc2cc3c(cc2N2CCCCC2)n(C)c(=O)n3C)c1,0.0%
COc1ccc(C(CNC(=O)C(C)Oc2ccc(Br)cc2)N2CCOCC2)cc1 (stereo not given),5.2%
CC(C)(CCl)C(=O)Nc1ccc(C(F)(F)F)cc1,-17.1%
COCCN(C(=O)/C=C/c1cccc([N+](=O)[O-])c1)c1c(N)n(Cc2ccccc2)c(=O)[nH]c1=O,-2.1%
CCN1CCN(c2oc(/C=C/c3ccc(OC)c(OC)c3)nc2C#N)CC1,6.0%
O=C(CSc1cn(Cc2ccccc2)c2ccccc12)Nc1nccs1,1.1%
CCc1ccccc1NC(=O)CN1CCCN(Cc2cc(C)ccc2C)S1(=O)=O,-2.6%
Cc1nn(Cc2cccc(C(=O)N3CCCC(C)C3)c2)c(C)c1[N+](=O)[O-] (stereo not given),-1.3%
COc1ccc(Cl)cc1NC(=O)N1CC(=O)Nc2sc3c(c2C1c1ccccc1)CCCC3 (stereo not given),0.5%
CCc1ccc2oc(-c3cc(NC(=O)c4cccs4)ccc3Cl)nc2c1,4.5%
N#Cc1ccccc1NC(=O)C(=O)NCC(c1ccc2c(c1)OCO2)N1CCOCC1 (stereo not given),-4.7%
COc1ccc(Cl)cc1NC(=O)CN(C)C(=O)c1ccc(OCc2ccccc2)c(OC)c1,8.0%
O=C(NCCc1ccccc1)C(=O)NCC(c1ccco1)S(=O)(=O)c1ccccc1 (stereo not given),5.3%
COc1ccc(OC)c(CCNC(=O)CCCC(=O)n2ncc3cc(C)ccc32)c1,6.9%
COc1ccc(C(=O)Nc2nnc(S(=O)(=O)N3CCN(c4ccc(F)cc4)CC3)s2)cc1,3.3%
CCOc1ccc(N(CC(=O)NC2CCCCC2)C(=O)CCC(=O)Nc2nc(C)cs2)cc1,3.5%
CCOC(=O)c1sc(-c2cccc([N+](=O)[O-])c2)cc1N,-1.7%
COc1cccc(N2CCN(C(=O)c3cc4c(=O)n(Cc5cccnc5)ccc4nc3C)CC2)c1,2.6%
O=C(Nc1cccc(S(=O)(=O)NC2=NCCC2)c1)c1ccccc1OC(F)F,-3.0%
CC1(C)O[C@H]2[C@@H](O1)[C@@H](C(=O)Nc1cc(F)ccc1F)O[C@@H]1OC(C)(C)O[C@@H]12,-3.0%
C=CCc1ccc(OCCCNC2CCCC2)c(OC)c1,1.0%
CCN(c1ccccc1C)S(=O)(=O)c1nnc(NC(=O)c2ccc(OC)c(OC)c2)s1,7.6%
CCOc1ccc(N(CC)S(=O)(=O)N2CCCC(C(=O)NCc3ccc(Cl)cc3)C2)cc1 (stereo not given),2.7%
Cc1ccc2c(cnn2C(=O)CCC(=O)NCc2cccc(Cl)c2)c1,-7.5%

# Source: PubChem BioAssay

# Not all compounds are listed; rates above refer to the full screens.
